Bioassay records from PubChem BioAssay.
D1 potentiator: Potentiators of Human D1 Dopamine Receptor: qHTS | D(1A) dopamine receptor (Homo sapiens), P21728 | HEK293 TREx D1 cells, calcium flux, dopamine EC20 potentiation | potentiation, % at 10 µM | 360,000 tested, 0.036% active; in the data active = potentiation above about 30%; also: 0% is about no effect
TRHR PAM: qHTS for Small Molecule Agonists and Allosteric Enhancers of Human TRH Receptor: Primary Screen for Enhancers | Thyrotropin-releasing hormone receptor (Homo sapiens), P34981 | TRHR cells, fluo-8 calcium fluorescence, EC20 TRH enhancement | enhancement, % at 2 µM | 360,000 tested, 0.66% active | AID 493056, 2011; in the data active = enhancement above about 30%; also: 0% is about no effect
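Enhancer read-out: after compound pinning and an initial kinetic agonist-mode read, an EC20 of TRH (10 nM final) was injected and fluo-8 calcium signal (Ex 480/Em 530) followed at 1 s/cycle for 100 cycles in TRHR-expressing cells.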
D1 antag: Antagonist of Human D 1 Dopamine Receptor: qHTS | 360,000 tested, 3.2% active | AID 504652, 2011 | activity change, negative = inhibition, % at 10 µM | HEK293 TREx D1 cells, calcium flux, dopamine EC80; stronger effect = lower value; in the data active = activity change below about -30%; also: % is scaled to controls: 0 for no effect and ±100 for the full control effect
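Tetracycline-induced HEK293 T-REx cells with force-coupled D1 receptor were loaded with a no-wash calcium dye. Compound was added after a 10 s baseline and read kinetically for 180 s; EC80 dopamine was then added and calcium flux followed another 180 s.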
Anesthetic bind: qHTS Assay for Identification of Novel General Anesthetics; Ferritin light chain (Equus caballus), P02791; AID 485281, 2010; apoferritin/1-aminoanthracene competitive binding, fluorescence; 350,000 tested, 0.074% active; Potency, µM (highest dose often 77.5 µM), for the others: top-dose activity change, negative = displacement, usual class: inhibitors; also: potency is read from the fitted curve at half-maximal effect; % is scaled to controls: 0 for no effect and ±100 for the full control effect; nearly all actives have a fitted effect of over 20% in size
Target sequence (P02791 2-175 limits assumed): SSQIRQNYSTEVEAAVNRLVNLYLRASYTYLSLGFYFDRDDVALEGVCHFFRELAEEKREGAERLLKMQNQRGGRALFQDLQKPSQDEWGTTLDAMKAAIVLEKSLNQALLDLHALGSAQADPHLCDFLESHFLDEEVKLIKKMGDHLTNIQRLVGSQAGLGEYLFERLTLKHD
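Horse-spleen apoferritin (10 uM) was mixed with 50% saturated 1-aminoanthracene in PBS, exposed to compounds for 10 min at room temperature, and read for fluorescence (ex 380 nm, em 535 nm). Competitive displacement was fitted with a four-parameter Hill equation.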
D1 agonist: Allosteric Agonists of the Human D1 Dopamine Receptor: qHTS | 360,000 tested, 1% active | activation, % at 2 µM | HEK293 T-REx D1 cells, calcium flux, agonist mode | D(1A) dopamine receptor (Homo sapiens), P21728; in the data active = activation above about 30%; also: 0% is about no effect
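Inducible HEK293 T-REx D1 cells, force-coupled to calcium signalling, were plated at 4000 cells/well with tetracycline and held overnight at 30 C. After no-wash calcium dye loading, compound-evoked calcium rise over 180 s flagged agonists.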
RXFP1 ag: qHTS Assay for Agonists of the Relaxin Receptor RXFP1; Relaxin receptor 1 (Homo sapiens), Q9HBX9; HEK293T-RXFP1 cAMP TR-FRET, 30 min; response scale: percent of porcine relaxin response, buffer zero; Potency, µM (titrated, usually from 57.5 µM), inactives show top-dose activation, usual class: activators; 370,000 tested, 0.3% active; also: potency is read from the fitted curve at half-maximal effect; % is scaled to controls: 0 for no effect and ±100 for the full control effect; nearly all actives have a fitted effect of over 60% in size; many of its hits are not listed in these tables
Target sequence (Q9HBX9 whole entry, looked up): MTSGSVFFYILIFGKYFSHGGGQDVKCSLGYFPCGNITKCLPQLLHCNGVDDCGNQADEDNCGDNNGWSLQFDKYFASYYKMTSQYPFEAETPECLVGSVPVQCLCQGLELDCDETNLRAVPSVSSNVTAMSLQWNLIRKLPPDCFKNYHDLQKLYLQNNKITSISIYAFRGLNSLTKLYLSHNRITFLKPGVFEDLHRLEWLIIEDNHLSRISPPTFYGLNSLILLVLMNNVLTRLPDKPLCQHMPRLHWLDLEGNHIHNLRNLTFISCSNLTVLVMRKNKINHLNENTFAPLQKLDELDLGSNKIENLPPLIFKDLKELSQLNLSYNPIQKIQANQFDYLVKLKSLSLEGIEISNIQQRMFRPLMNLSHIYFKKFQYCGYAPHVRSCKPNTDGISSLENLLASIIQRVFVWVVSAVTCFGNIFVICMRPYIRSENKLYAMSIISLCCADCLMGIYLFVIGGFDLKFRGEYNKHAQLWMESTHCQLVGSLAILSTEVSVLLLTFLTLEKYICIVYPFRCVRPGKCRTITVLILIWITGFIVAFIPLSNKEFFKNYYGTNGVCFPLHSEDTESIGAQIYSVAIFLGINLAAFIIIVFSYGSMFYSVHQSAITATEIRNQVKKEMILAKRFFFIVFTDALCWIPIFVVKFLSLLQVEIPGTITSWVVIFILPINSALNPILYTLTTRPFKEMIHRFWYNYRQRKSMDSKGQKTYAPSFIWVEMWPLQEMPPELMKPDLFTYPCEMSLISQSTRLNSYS
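HEK293 cells stably expressing RXFP1, treated 30 min at 37C with compounds plus PDE4 inhibitor Ro 20174; cAMP measured by HTRF TR-FRET. Normalized to buffer and 29 nM porcine relaxin; EC50 by Hill fit.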
D2 potentiator: HTS Assay for Positive Allosteric Modulators of the Human D2 Dopamine Receptor: Primary Screen for Potentiators | 340,000 tested, 0.34% active | potentiation, % at 10 µM | AID 485347, 2010 | D(2) dopamine receptor (Homo sapiens), P14416 | HEK293 T-REx D2, calcium flux, EC20 dopamine potentiation;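 active = potentiation over 3 SD above the plate norm, cut at about 30% in these data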; also: 0% is about no effect
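Potentiation of an EC20 dopamine calcium response measured kinetically over 180 s, after a preceding 180 s compound-only read flagging agonists. Cells: inducible Hek293 Trex D2 line, 4000/well, cultured overnight at 30 C before dye loading.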
RXFP1 antag: qHTS Assay for Antagonists of the Relaxin Receptor RXFP1 | AID 1259400, 2018 | activity change, negative = inhibition, % at 57.5 µM | Relaxin receptor 1 (Homo sapiens), Q9HBX9 | 350,000 tested, 0.59% active | HEK293-RXFP1, relaxin-stimulated cAMP HTRF, 30 min; stronger effect = lower value;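 active = activity change of -60% or lower, but not beyond a set lower limit; inconclusive = change between -60% and -40%, or beyond the set limit; inactive = change above -40%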; also: % is scaled to controls: 0 for no effect and ±100 for the full control effect
TRHR ag: qHTS for Small Molecule Agonists and Allosteric Enhancers of Human TRH Receptor: Primary Screen for Agonists; 360,000 tested, 0.18% active; TRHR cells, calcium flux fluo-8, FDSS agonist mode; AID 493084, 2011; activation, % at 2 µM; Thyrotropin-releasing hormone receptor (Homo sapiens), P34981; in the data active = activation above about 30%; also: 0% is about no effect
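Agonist-mode FDSS calcium read (Ex 480/Em 530, 1 s cycles) in 1536-well TRHR cells with fluo-8 dye, after 10-cycle baseline and 23 nL compound addition; TRH at EC20 (10 nM final) added afterwards for the enhancer phase.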
* marks the source's active call; other numbers are inactive results; ? = inconclusive; · = not tested or not shown; [ ] = another dose, or the depositor's remark. Unless noted, calls follow the shape of the dose curve; as a rule, active = well fitted curve in the direction sought with a large enough effect; inconclusive = small, poorly fitted or top-dose-only effect, or another doubt; inactive = no such curve, though single readings can be large; an effect the other way counts as inactive or inconclusive. The list is partial; the hit share may differ from the screen's.

Under each structure: D1 agonist | TRHR ag | RXFP1 ag | RXFP1 antag | D2 potentiator | D1 potentiator | Anesthetic bind | TRHR PAM | D1 antag
CC1CN(S(=O)(=O)c2ccc(Cl)c(C(F)(F)F)c2)CC(C)O1 (stereo not drawn)
  0 | -0.5 | -0.8% | 0 | 8 | -3 | 27% | -1 | -16
CS(=O)(=O)N(Cc1ccccc1)c1ccccn1
  8 | -1.0 | 2.7% | 0 | 9 | -3 | -12% | 13 | -8
Cc1ccc(/C=C/C2=NN(C)C(=O)CC2)cc1
  0 | 0.0 | 1.5% | 0 | 1 | -3 | -5% | 30* | -27
COc1ccccc1NC(=S)NC1CCC(CC2CCC(NC(=S)Nc3ccccc3OC)CC2)CC1 (stereo not drawn)
  5 | -1.5 | -1.4% | 0 | 6 | -3 | 66%[activator] | 20 | -25
Cc1ccc(OCC(=O)Nc2cc(-c3nn4c(C)nnc4s3)ccc2C)cc1
  4 | -0.7 | -0.1% | · | -8 | -3 | -7% | -5 | 6
CS(=O)(=O)N1CCC(C(=O)Nc2cccc(Cl)c2)CC1
  11 | -0.9 | 1.7% | -1 | 10 | -3 | -5% | -2 | 0
CN1CCN(c2ccc(CNC(=O)c3ccco3)cc2)CC1
  3 | 0.2 | -2.3% | 6 | -14 | -2 | 7% | 0 | 7
CCOC(=O)c1c(-c2ccc(C)cc2)csc1NC(=O)C1CCCO1 (stereo not drawn)
  6 | -0.5 | 3.4% | -5 | -14 | -4 | 2% | -9 | 14
O=C(c1nnc(-c2ccncc2)o1)c1ccccc1Cl
  3 | 0.0 | 3.0% | -9 | 23 | 1 | ? | 3 | 1
O=C(O)C1CCC(=O)N1Cc1ccc(F)cc1 (stereo not drawn)
  0 | 0.5 | 0.5% | 38 | 2 | -6 | -8% | 3 | 4
CCN(Cc1ccccc1)C(=O)c1ccc(Cl)cc1[N+](=O)[O-]
  4 | -0.9 | 0.5% | 18 | -9 | -2 | -20% | -6 | -16
O=C(O)CSc1nc2sc3c(c2c(=O)n1Cc1ccccc1)CCCCC3
  -1 | -1.0 | -3.8% | -9 | -3 | -3 | 2% | 4 | -11
COCCNC(=O)COC(=O)/C=C/c1cnc2ccccc2n1
  2 | 0.3 | 3.5% | 13 | 10 | 1 | -15% | 3 | 11
Cn1c(N)c(C(=O)COC(=O)CCC(=O)c2ccc(F)cc2)c(=O)n(C)c1=O
  2 | 0.3 | ? | 15 | -1 | -4 | ? | -2 | -18
COc1ccc(-c2nc3ccccc3nc2-c2ccc(OC)cc2)cc1
  -2 | 0.5 | -1.0% | -6 | -6 | -8 | -7% | 3 | 15
NC(=O)CC(NC(=O)c1cccc(Br)c1)c1ccc(N2CCN(c3ccccn3)CC2)c([N+](=O)[O-])c1 (stereo not drawn)
  5 | 0.1 | -0.4% | · | -1 | 3 | -17% | 3 | 15
COc1cc(-c2cc(OC)c3c(C)oc(C)c3c(=O)c2)ccc1OC(=O)c1cccc(Cl)c1
  13 | -0.5 | -1.9% | -76* | -11 | -2 | -13% | 6 | -25
O=c1[nH]c(SCc2ccccc2)nc2c1sc1ccccc12
  1 | 0.4 | 26% | 5 | -3 | -8 | -5% | 5 | -7
CCN(CC)c1nc2ccccc2nc1C(C#N)C(=O)NCCc1ccccc1 (stereo not drawn)
  7 | 0.7 | 3.2% | 3 | · | -3 | -1% | -4 | 24
CCc1cccc(NC(=O)COC(=O)C2CCN(c3ccc(C(F)(F)F)cn3)CC2)c1
  7 | 1.5 | 1.2% | -9 | -1 | -9 | · | 2 | -5
O=C1CC2(CCN(C(=O)c3cccc([N+](=O)[O-])c3)CC2)Oc2ccccc21
  7 | 0.5 | 0.5% | 1 | 0 | -1 | · | -2 | 4
COc1ccccc1NC(=S)NCC1CCCCC1
  2 | 0.0 | 0.9% | -7 | -16 | -2 | -16% | -1 | 21
CCN(CC(=O)Nc1c(F)cccc1F)C(=O)c1ccc(=O)[nH]c1
  7 | -1.3 | 2.4% | 11 | 11 | -7 | -5% | 20 | 6
COc1ccc(NC(=O)C2CSC3c4ccccc4C(=O)N23)cc1 (stereo not drawn)
  0 | -0.2 | 1.6% | -6 | -3 | -6 | -8% | -6 | -14
CCCCC(O)(CCCC)C(=O)NN(C(=O)OCC)c1ccccc1
  1 | 0.5 | 2.0% | 0 | -20 | -6 | -9% | 0 | -7
Cc1cc(-c2ccccc2)nc(Oc2cccc(C(F)(F)F)c2)c1S(C)(=O)=O
  7 | 1.4 | 3.6% | -7 | 2 | -7 | ? | -11 | 9
CN1CCCN(C(=O)c2ccc(Br)cc2)CC1
  1 | 0.7 | 0.1% | -2 | -24 | -5 | 0% | -5 | 1
CCn1c(CNC(=O)c2ccc(OC)c(OC)c2)nnc1SCC(=O)c1ccc(OC)cc1
  1 | -0.6 | 2.1% | -3 | 21 | 11 | -5% | -5 | -22
Fc1ccc(-c2ccc(-c3nn4c(-c5ccco5)nnc4s3)o2)cc1
  5 | -1.2 | 0.4% | -12 | -4 | -4 | -6% | 2 | 1
Oc1ccc(/C=N/N(c2ccccc2)c2ccccc2)cc1O
  2 | 1.1 | 0.3% | 3 | -5 | 1 | -7% | -9 | -38*
O=C(NC(=S)Nc1ccc(Cc2ccncc2)cc1)c1ccccc1
  10 | 2.7 | 1.6% | -6 | 6 | -3 | ? | -9 | 9
COc1cccc(N(CC(=O)NC2CCCCC2)C(=O)CCC(=O)Nc2nc(C)cs2)c1
  6 | 0.0 | 0.7% | -9 | · | -1 | -11% | 0 | 2
CC(C)(C)c1nc2scc(-c3ccc(Br)cc3)c2c(=O)o1
  1 | -0.1 | -1.0% | -15 | -3 | -6 | -2% | -1 | 1
CC1(C)CC(=O)C(C=NCCN2CCN(C(=O)c3ccc(F)cc3)CC2)=C(O)C1
  -1 | -0.1 | 0.2% | -7 | 0 | -4 | 4% | 1 | 6
COc1cccc(OCc2nnc(SCC(=O)OC3CCCCC3)n2C)c1
  -2 | -0.1 | 0.2% | -7 | 3 | -1 | ? | -5 | -9
CC(C)OCCCNC(=O)c1ccc(CS(=O)(=O)c2cccc(C(F)(F)F)c2)o1
  5 | -0.4 | 4.4% | 0 | -4 | 7 | -3% | -1 | -5
Cc1ccc(CSc2nc(-c3ccccc3C)nc3c2Cc2c(CO)cnc(C)c2O3)cc1
  0 | 0.1 | -0.7% | ? | 1 | -2 | -10% | -4 | -2
CC1CCN(C(=O)CCNC(=O)Cn2cnc3sc4c(c3c2=O)CCCC4)CC1
  2 | -0.4 | 5.6% | 3 | -1 | 2 | -22% | -6 | 3
O=C(NCCC1=CCCCC1)C1CCCN(S(=O)(=O)c2cnc[nH]2)C1 (stereo not drawn)
  0 | 0.6 | 0.2% | · | 2 | · | -2% | -5 | 3
O=C(Nc1nc2n(n1)C(c1ccccc1)CC(c1ccc(Cl)cc1)N2)c1ccco1 (stereo not drawn)
  5 | 0.9 | 2.0% | -12 | · | -10 | ? | 3 | 12

The final two entries of the part before lead into the next.
Under each structure: D1 agonist | TRHR ag | RXFP1 ag | RXFP1 antag | D2 potentiator | D1 potentiator | Anesthetic bind | TRHR PAM | D1 antag
O=C(NCCC1=CCCCC1)C1CCCN(S(=O)(=O)c2cnc[nH]2)C1 (stereo not drawn)
  0 | 0.6 | 0.2% | · | 2 | · | -2% | -5 | 3
O=C(Nc1nc2n(n1)C(c1ccccc1)CC(c1ccc(Cl)cc1)N2)c1ccco1 (stereo not drawn)
  5 | 0.9 | 2.0% | -12 | · | -10 | ? | 3 | 12
CN1CCN(C(=O)/C(=C/c2cn(S(=O)(=O)N(C)C)c3ccccc23)NC(=O)c2ccccc2)CC1
  1 | 0.4 | -2.4% | 20 | 6 | 0 | -5% | -9 | 34
CCN(CC)CCNC(=O)c1cc2c(=O)n(C)c3cc(Cl)ccc3c2s1
  1 | -1.4 | 2.5% | · | 6 | 2 | -4% | 5 | 4
COc1ccc(CCNC(=O)COC(=O)CCC(=O)c2ccc(F)cc2)cc1OC
  -1 | 0.4 | 4.0% | -5 | 26 | -2 | -3% | -3 | 4
Cc1ccc(S(=O)(=O)[N-]c2nc3ccccc3nc2-n2cc[n+](Cc3ccccc3)c2)cc1
  9 | -0.5 | 5.5% | -3 | 22 | -11 | -20% | 14 | -4
COc1nc(-c2ccc(C)cc2)ccc1-c1noc(-c2ccccc2Br)n1
  25 | 0.4 | 5.4% | -8 | -11 | 1 | 1% | -7 | 0
CCOC(=O)c1cc(C#N)c(N2CCCNCC2)nc1C(F)(F)F
  9 | 4.3 | 0.3% | -8 | -2 | -2 | -12% | 1 | 9
C=CCNC(=O)NC(=O)CN1C(=O)NC(c2ccccc2)(c2ccccc2)C1=O
  5 | -0.7 | 1.4% | 7 | · | 6 | -10% | 3 | 3
COc1ccccc1OCCOc1ccc(/C=C2\C(=N)N3N=C(S(C)(=O)=O)SC3=NC2=O)cc1
  1 | 0.0 | -1.4% | 5 | · | 6 | 3% | -2 | -19
O=C(/C=C/c1ccccc1F)c1ccoc1
  0 | 0.4 | -2.4% | -5 | 1 | -4 | -23% | -4 | 7
Cc1c2c(n3c(nc4ccccc43)c1C#N)N(CCCN(C)C)CC2
  2 | -1.5 | ? | -11 | -4 | -1 | 228%[activator] | -1 | 5
CCc1ccc(-c2nn(CC(=O)NC3CCCC3)c3c2cnc2ccc(C)cc23)cc1
  1 | 0.5 | -2.1% | 7 | -9 | -2 | -4% | 10 | 19
COC(=O)c1c(NC(=O)c2nc3nc(C)cc(C(F)F)n3n2)sc2c1CCC2
  0 | -0.4 | 2.4% | -1 | 3 | -4 | -16% | 4 | -3
